# From PubChem BioAssay
# rad50: NCI yeast anticancer drug screen, S. cerevisiae rad50 strain | actives 10% (n = 79,000) | AID 155 | growth inhibition, % at 50 µM;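 note: 0% = growth of vehicle-only cultures of the same strain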
#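 A DNA repair-deficient yeast mutant serves as the test organism; compound-induced growth inhibition is calculated against vehicle-treated cells.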
# cln2 rad14: NCI yeast anticancer drug screen, S. cerevisiae cln2 rad14 strain; growth inhibition, % at 50 µM; AID 165; actives 8.3% (n = 78,000);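 note: 0% = growth of vehicle-only cultures of the same strain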
#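 Test compounds were added to cln2 rad14 yeast cultures; inhibition of growth was then determined by comparison with vehicle treatment.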
# sgs1 mgt1: NCI yeast anticancer drug screen, S. cerevisiae sgs1 mgt1 strain; % growth inhibition at 50 µM; actives 10% (n = 78,000); AID 161;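 note: 0% = growth of vehicle-only cultures of the same strain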
#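 Compounds are added to genetically altered yeast, and growth is compared with cultures given vehicle alone to give percent inhibition.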
# yeast mec2-1: NCI yeast anticancer drug screen, S. cerevisiae mec2-1 strain; growth inhibition, % at 50 µM; actives 9% (n = 79,000); AID 157;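 note: 0% = growth of vehicle-only cultures of the same strain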
#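 Compounds were applied to mec2-1 yeast cells. Their growth was then compared with that of vehicle-treated cultures to give growth inhibition.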
# bub3: NCI yeast anticancer drug screen, S. cerevisiae bub3 mutant strain; growth inhibition, % at 50 µM; actives 9.9% (n = 78,000);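 note: 0% = growth of vehicle-only cultures of the same strain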
#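 Growth of a checkpoint-deficient yeast mutant is measured after compound exposure. Values represent inhibition relative to vehicle.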
# yeast mlh1 rad18: NCI yeast anticancer drug screen, S. cerevisiae mlh1 rad18 strain; actives 11% (n = 79,000); % growth inhibition at 50 µM;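 note: 0% = growth of vehicle-only cultures of the same strain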
#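 Genetically defined yeast (DNA repair-deficient) exposed to compounds; growth inhibition determined relative to vehicle.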
# * = called active by the depositor; nt = no result given; & = joins results of further samples. Cut-off read from the data, not from the text of the source: active = growth inhibition above about 70%; inactive = the rest.
SMILES,rad50,cln2 rad14,sgs1 mgt1,yeast mec2-1,bub3,yeast mlh1 rad18
O=[N+]([O-])c1ccc(S(=O)(=O)Nc2ccccc2-c2ccccc2)cc1,99*,98*,99*,99*,99*,99*
O=C(N/N=C\c1cc(Br)cc(Br)c1O)N/N=C/c1cc(Br)cc(Br)c1O,41,22,43,10,39,33
COc1cccc(C2NC(=O)c3c(n[nH]c3N)S2)c1O (configuration not stated),-15,-7,-10,-43,6,-40
CC(=O)C1=C2CCC3C(CCC4CC(O)CCC43C)C2CC1 (configuration not stated),-4,-9,11,-3,-8,11
CN(C)c1ccc2c(c1)Cc1cc(N3C(=O)C=CC3=O)ccc1-2,97*,98*,99*,98*,98*,98*
O=C1CSC(c2cccc(C(F)(F)F)c2)N1c1nncs1 (configuration not stated),10,8,20,2,17,15
FC(F)(F)c1cc(Cl)c2ccc3ccccc3c2n1,9,-62,2,5,4,-13
CN1C(=O)c2ccccc2CC12c1ccccc1C(=O)N2C (configuration not stated),3,-1,23,-14,16,4
Cn1c(=O)c2c(ncn2CCSS(=O)(=O)O)n(C)c1=O,-21,-12,12,-17,-12,-29
Cc1cc(C)n(-c2cc(N3CCN(C)CC3)ncn2)n1,3,-3,20,19,2,22
N#Cc1nc(CCCCCN2C(=O)c3ccccc3C2=O)oc1N,-9,-4,-23,9,-29,-69
Cc1cc(=O)c2c(C)nn(-c3ccccc3)c2[nH]1,-16,-9,10,-36,2,-2
CCN(CCO)C(C(=O)c1ccc(Cl)cc1)c1ccc(Cl)cc1 (configuration not stated),58,0,31,11,5,35
CN(c1ccccc1)S(=O)(=O)c1ccc(Cl)cc1,38,11,32,19,43,26
O=C(OC1COC(n2c(=O)oc3cc(Br)c(Cl)cc32)C(OC(=O)c2ccccc2)C1OC(=O)c1ccccc1)c1ccccc1 (configuration not stated),5,-3,-8,-2,5,14
C=C1CC/C=C(\C)C(=O)C[C@@H]2[C@@H]1CC2(C)C,6,19,20,12,15,-43
COP(=O)(OC)C1c2cc(Cl)ccc2-c2c(Cl)cc(Cl)cc21 (configuration not stated),89*,50,84*,68,33,69
O=C(O)C1(O)CC(O)C(O)C(O)C1 (configuration not stated),5,-14,0,-7,9,-1
O=C(CNc1ccccc1Cl)Nn1c(-c2ccccc2)nc2ccccc2c1=O,-13,5,4,-4,-7,25
COc1ccc2c(c1)C(C)(C(N)=O)CCC2 (configuration not stated),3,6,4,5,-12,-13
CC(C)(CNC1CCCCC1)OC(=O)c1ccc([N+](=O)[O-])cc1,42,-11,37,7,-10,27
Cc1cccc(Cl)c1NC(=O)N(C)c1ccccc1,9,23,14,-12,24,12
CCOC(=O)/C(C)=N\Nc1cccc([N+](=O)[O-])c1,10,30,46,-2,19,12
O=C(O)C1C(=O)OC2CCCCC21 (configuration not stated),3,69,0,-6,-1,-2
CN(C)C(=O)Nc1ccc(-c2cccnc2)cc1,1,-1,0,0,-4,22
c1ccc(C2CC(c3ccccc3)c3ccccc3O2)cc1 (configuration not stated),11,-18,0,15,35,14
NC(Cc1cnc[nH]1)C(=O)NC(Cc1ccc(O)cc1)C(=O)O (configuration not stated),8,17,7,-23,10,22
O=C1C2=C(Nc3cc([N+](=O)[O-])ccc3N2)OC1c1ccccc1Cl (configuration not stated),7,1,-8,-17,-39,-3
CN(c1ccccc1)C(c1ccccc1)C(O)c1ccccc1 (configuration not stated),19,12,-7,1,15,16
CCSCCCSCCSCC,58,44,58,47,63,56

# One compound at a time (already shown).
# COP(=O)(OC)C1c2cc(Cl)ccc2-c2c(Cl)cc(Cl)cc21 (configuration not stated) in the list: rad50: 89*; cln2 rad14: 50; sgs1 mgt1: 84*; yeast mec2-1: 68; bub3: 33; yeast mlh1 rad18: 69
# CN(C)C(=O)Nc1ccc(-c2cccnc2)cc1 in the list: rad50: 1; cln2 rad14: -1; sgs1 mgt1: 0; yeast mec2-1: 0; bub3: -4; yeast mlh1 rad18: 22

# The list continues:
SMILES,rad50,cln2 rad14,sgs1 mgt1,yeast mec2-1,bub3,yeast mlh1 rad18
CC(=O)Nc1ccc2c(c1)C(O)c1cc(F)ccc1-2 (configuration not stated),12,-2,-16,-9,5,-5
CCCCc1c(O)c(N=NC(N)=S)c2ccccc2c1O,15,-22,37,8,33,44
CCOC(=O)CNC(=O)CN,-17,-16,-18,-14,5,-4
CN1C=C([N+](=O)[O-])C(N2CCOCC2)C1N1CCOCC1 (configuration not stated),3,3,-4,1,-27,21
COc1cc(N)c2c(c1)SCCC(=O)N2,-28,-6,-25,-16,5,-73
COc1ccc(/C=C/C(=O)c2ccc(Br)cc2)cc1,-33,3,-34,-68,-14,-44
O=C(NSNc1ccccc1)c1ccccc1,1,-70,-8,-3,-1,-4
O=S(=O)(Nc1ccccc1)c1ccccc1CC(O)(c1ccccc1)c1ccccc1,90*,90*,91*,93*,90*,89*
CC12Oc3ccc4ccccc4c3C1c1c(ccc3ccccc13)O2 (configuration not stated),-1,20,0,1,-7,32
Cc1cnc2c(c1C)C(=O)c1ccccc1C2=O,64,83*,87*,50,84*,89*
Cc1ccccc1NCC#N,-24,-15,-19,-26,10,-12
CCOC(=O)C(NC(=O)c1[nH]cnc1/N=N/N(C)C)C(C)C (configuration not stated),-32,-19,-57,-39,-14,-21
Nc1nc(-c2cccc([N+](=O)[O-])c2)cc(-c2cc(-c3cccc([N+](=O)[O-])c3)nc(N)n2)n1,10,14,-12,-8,-3,-4
Cc1ccc(S(=O)(=O)N/N=C/C=N/NS(=O)(=O)c2ccc(C)cc2)cc1,-54,-19,-11,-27,-24,-40
O=C(N/C(=C\c1ccccc1[N+](=O)[O-])c1nc2ccccc2[nH]1)c1ccccc1,-3,-1,1,-1,7,-2
O=C1CSC(c2cccc(Cl)c2)N1CCN1C(=O)CSC1c1cccc(Cl)c1 (configuration not stated),-15,-21,-3,9,3,-7
c1ccc(C2CN3CCSC3=N2)cc1 (configuration not stated),-30,6,-19,-35,-12,-17
O=C(/C=C\c1ccccc1Cl)/C=C/c1ccccc1Cl,11,-42,-5,3,0,12
COC(=O)C1=CCON(c2ccccc2)C1c1ccccc1 (configuration not stated),40,26,14,-1,-13,36
C=CCN(C)C(=O)CCCCCCCC1C(CCCCCCCC)C2(Cl)C(Cl)=C(Cl)C1(Cl)C2(Cl)Cl (configuration not stated),31,-20,9,4,-2,-8
NC(=S)N/N=C(/CC(=O)c1ccc([N+](=O)[O-])cc1)C(=O)Nc1ncc([N+](=O)[O-])s1,52,19,30,29,53,25
CC(=O)CC(=O)NN(C)C,-5,8,-29,-32,-36,10
O=C(Nc1ccccc1)c1ccc(I)cc1,7,-7,8,-32,4,-25
C=C1C(=O)OC2C=C(C)CC3C=C(CCC=C(C)CCC12)C(=O)O3 (configuration not stated),0,5,-13,-33,-28,-18
COc1ccc(C(=O)O)c(Cc2ccc3ccccc3c2)c1,0,10,4,-5,-6,36
Cn1ccnc1C(O)(c1nccn1C)c1nccn1C,-6,19,2,-3,-8,16
FC(F)(F)c1ccc2nc3c(nc2c1)-c1ccc(Br)c2cccc-3c12,16,24,18,2,1,23
Oc1ccc(C2Oc3ccccc3C=C2c2ccccc2)cc1 (configuration not stated),-10,-15,-5,-26,-1,-7
COc1ccc(C(=O)C2CC2)cc1,-24,-4,-17,-55,-48,-3
CCC(=O)Cc1nc2n(c1O)/C(=N/C(=O)Nc1ccc(Cl)cc1)N=N2,-2,-36,-3,-8,-15,12
COc1cc(/C=N/N2CC(=O)N(c3ccccc3)CC2=O)cc(OC)c1,-469,7,24,18,11,13
O=S(=O)(O)c1ccc(OCCCCCCCCCCOc2ccc(S(=O)(=O)O)cc2)cc1,-15,1,-10,9,-5,-8
Cc1ccc(SCC(CF)OC(C)n2cnc3c(=O)[nH]c(N)nc32)cc1 (configuration not stated),10,23,-27,6,8,-46
CC1(C)CCC2(C)CCC3(C)C(=CCC4C5(C)CCC(O)C(C)(C)C5CCC43C)C2C1 (configuration not stated),1,16,-10,6,4,0
CN1CCC=C(COC(=O)C(C)(C)C)C1,2,7,-11,5,5,18
CN(C(=N)N)c1ccc(C(=O)Oc2ccc([N+](=O)[O-])cc2)cc1,15,1,30,13,15,17
OC(CC1CCCCN1)c1cc2c(Cl)cc(Cl)cc2c2cc(C(F)(F)F)ccc12 (configuration not stated),68,30,42,51,99*,52
NC(CCC(=O)OCc1ccccc1)C(=O)OCc1ccccc1 (configuration not stated),-1,nt,nt,-14,nt,9
CC(=O)N(C1=CC(=O)c2ccccc2C1=O)c1ccc(C)cc1,98*,57,92*,69,94*,58
CCOC(=O)NC(C)NC(=O)OCC,-9,-64,-2,-6,8,-36
COC(=O)/C=C/c1ccc2c(c1)CCC2,-36,15,-14,-31,32,-1
CCOC(=O)c1c2ccc(/C=C/c3ccccc3)ccc-2c(C(=O)OCC)c1N,-17,11,-24,-7,-32,-23
C/C(=N\NC(=S)Nc1ccc(C(=O)O)cc1)c1ccc2ccccc2n1,-2,-18,-8,2,-6,3
O=C(Nc1ccccc1SC(/C=C/NNC1=NC(c2ccccc2)C(c2ccccc2)=NN1)c1ccccc1)c1ccc(Cl)cc1Cl (configuration not stated),-35,25,-23,-8,0,-13
Cc1cc(NCCN(C(C)C)C(C)C)nc(Nc2nc3ccc(Cl)cc3[nH]2)n1,-13,-45,-10,-16,2,-45

# Part of the list above, set out differently:
# Fields – rad50, cln2 rad14, sgs1 mgt1, yeast mec2-1, bub3, yeast mlh1 rad18
Cc1ccccc1NCC#N
    -24, -15, -19, -26, 10, -12
CCOC(=O)C(NC(=O)c1[nH]cnc1/N=N/N(C)C)C(C)C (configuration not stated)
    -32, -19, -57, -39, -14, -21
Nc1nc(-c2cccc([N+](=O)[O-])c2)cc(-c2cc(-c3cccc([N+](=O)[O-])c3)nc(N)n2)n1
    10, 14, -12, -8, -3, -4

# (more compounds)
SMILES,rad50,cln2 rad14,sgs1 mgt1,yeast mec2-1,bub3,yeast mlh1 rad18
NC(=O)C(=O)C(c1ccccc1)c1ccccc1,0,-4,-1,5,8,-8
CCN(CC)CCNc1cc(OC)c(N)c2cccnc12,14,-7,-3,20,47,40
CCc1nnc2n1N=C(c1ccc(-c3ccccc3)cc1)CS2,20,5,3,28,3,26
O=C(Nc1ccn(CCO)c(=O)n1)c1ccccc1,-2,6,18,-14,0,1
Oc1ccc(N=Cc2ccc(C=Nc3ccc(O)cc3)cc2)cc1,-23,-8,-19,-13,-13,-16
CC(=O)NC(c1ccccc1)c1c(O)ccc2ccccc12 (configuration not stated),27,-33,11,-3,-2,-5
NN(c1ccccc1)c1cccc2ccccc12,-16,-24,39,4,76*,25
C/C(=N/Nc1ncccc1[N+](=O)[O-])c1cccnc1,31,0,-8,-13,4,14
CC1(CCOCc2ccccc2)NC(=O)NC1=O (configuration not stated),-32,-33,-44,-8,-13,-20
NC(=O)c1ccc[n+](CCCCCCCCCCC(=O)O)c1,-8&35,3&11,7&20,8&-9,5&2,13&16
CCNc1nc(C)nc2c1cnn2-c1ccccc1,-16,-56,-7,-13,-5,-10
N#C/C(=C\c1ccc(-c2ccccc2)cc1)C(N)=O,32,nt,nt,9,nt,28
CCCCCC[C@@H](O)C/C=C\CCCCCCCC(=O)O,1,-6,-33,-36,-30,-47
COC(=O)C(CCC#N)(CCC#N)C(=O)OC,-6,-1,11,7,-7,-15
CCCCCCCCCCCC1=C(O)C(=O)C(I)=C(O)C1=O,63,51,63,59,14,55

# Entries above that have a cyano group:
SMILES,rad50,cln2 rad14,sgs1 mgt1,yeast mec2-1,bub3,yeast mlh1 rad18
N#Cc1nc(CCCCCN2C(=O)c3ccccc3C2=O)oc1N,-9,-4,-23,9,-29,-69
Cc1ccccc1NCC#N,-24,-15,-19,-26,10,-12
N#C/C(=C\c1ccc(-c2ccccc2)cc1)C(N)=O,32,nt,nt,9,nt,28
COC(=O)C(CCC#N)(CCC#N)C(=O)OC,-6,-1,11,7,-7,-15

# Remaining list, next part:
SMILES,rad50,cln2 rad14,sgs1 mgt1,yeast mec2-1,bub3,yeast mlh1 rad18
CCOC(=O)c1[nH]c(C)c(CCC(=O)O)c1C,8,-25,2,12,-11,9
COc1cc(/C=N\N=C(/C)c2ccc(C)cc2C)cc(OC)c1OC,21,23,25,23,25,25
Nc1ccccc1NC(=O)C(F)(F)F,-2,-8,3,-5,-9,1
CCN(CC)c1ccc(NC(C(=O)c2ccc(OC)cc2)c2ccc(OC)cc2)cc1 (configuration not stated),26,53,66,14,6,18
COc1ccc2oc3c(OC)c(OC)c(OC)cc3c(=O)c2c1,-11,6,-5,-22,13,-16
Cc1ccc(S(=O)(=O)c2ccc(S(=O)(=O)c3ccccc3)cc2)cc1,-20,-5,-15,-8,5,-3
CCOC(=O)C(C(=O)OCC)C1CCCC1,7,-4,1,19,-2,-15
CCC(C)c1ccc(OCC(C)O)cc1 (configuration not stated),5,15,-5,7,0,0
